PKA-R2B act – PKA-R2B complex activation; hit rate 0.079% among 340,000; AID 504700; PKA-R2B holoenzyme dissociation, Cy5-IP20 fluorescence polarization; R2B truncated from residue 108, S112A mutant; 0% DMSO only, 100% 113 µM cGMP; activation, % at 11.4 µM;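 active = activation above a cutoff set at the mean over all compounds plus 3 SD, cut at about 18% in these data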;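 note: higher means more holoenzyme dissociation and a rise in polarization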
Target sequence (P31323 whole entry, looked up, other chains not shown, the tested form may be a part): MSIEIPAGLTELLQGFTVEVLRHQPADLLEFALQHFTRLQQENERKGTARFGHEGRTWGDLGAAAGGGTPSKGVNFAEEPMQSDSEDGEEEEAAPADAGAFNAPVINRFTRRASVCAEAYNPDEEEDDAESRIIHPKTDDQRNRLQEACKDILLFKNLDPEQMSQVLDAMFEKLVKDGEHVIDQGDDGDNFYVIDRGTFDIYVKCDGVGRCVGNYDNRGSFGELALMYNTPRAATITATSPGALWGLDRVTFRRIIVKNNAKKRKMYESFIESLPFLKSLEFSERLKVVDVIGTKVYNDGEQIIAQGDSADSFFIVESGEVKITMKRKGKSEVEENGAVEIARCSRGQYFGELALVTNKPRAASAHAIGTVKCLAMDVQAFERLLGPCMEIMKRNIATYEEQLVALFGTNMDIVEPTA
RTF Ca sens inh – cardiac RTF calcium desensitization; P19429+P45379; IANBD-labeled cardiac RTF, Ca2+ fluorescence; inhibition, % at 7.15 µM; hit rate 0.12% among 340,000;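 active = inhibition above the mean inhibition of all tested compounds plus 3 SD, cut at about 17% in these data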;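 note: assay run at fixed EC70 calcium of 1.6 mM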
NSD2 HMT inh – blocks human histone methyltransferase NSD2; NSD2 peptide methylation, AlphaScreen, 120 min; O96028; inhibition, % at 12.5 µM; hit rate 0.54% among 310,000; in the data active = inhibition above about 50%
SR-BI HDL uptake – mouse SR-BI HDL lipid transfer inhibition; ldlA[mSR-BI] CHO cells, DiI-HDL uptake fluorescence, 3 h; inhibition, % at 12.5 µM; hit rate 0.96% among 320,000;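 active = mean replicate inhibition of at least 70% and a set share of replicates each scoring 70 or more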;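 note: 0% = median of neutral control wells and 100% = median of positive control wells; values of inactives mirror those of a sister screen read the other way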
SR-BI DiI-HDL act – activators of SR-BI mediated HDL lipid uptake; CHO ldlA[mSR-BI] cells, DiI-HDL uptake fluorescence, 3 h; 100 = double the neutral-control signal; activation, % at 12.5 µM; AID 504775; hit rate 0.096% among 320,000;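 active = mean replicate activation of at least 60% and every replicate at or above 60%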;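 note: 0% = median plate neutral-control signal and 100% = twice that signal; values of inactives mirror those of a sister screen read the other way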
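material = CHO ldlA[mSR-BI] cells | medium = Ham's F12 with 0.5% BSA, HEPES 25 mM, pH 7.4 | reagent = fluorescent DiI-HDL, 10 µg/mL final | compound dosing = single-point compound dose | incubation = 3 h, 37 °C | measured by = bottom-read fluorescence, 550/595 nm | measure = HDL uptake via cellular fluorescence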
PvdQ acylase – blocks Pseudomonas aeruginosa PvdQ acylase activity | purified PvdQ acylase, fluorescence plate reader | inhibition, % at 10 µM | hit rate 0.063% among 340,000 | AID 488965; in the data active = inhibition above about 30%, passing the limit was not always enough;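 note: 0% = vehicle neutral wells and 100% = reference inhibitor wells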
Arr AP2 block – human beta-arrestin and AP2 interaction inhibition | FITC-arrestin peptide / GST-AP2 beads, flow cytometry; AP2 beta2 appendage carries R879A mutation | inhibition, % at 10 µM | hit rate 0.31% among 340,000;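 active = inhibition above a set limit, near 3 SD of compounds lacking own fluorescence, cut at about 54% in these data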;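 note: plate controls were DMSO wells for no effect and 5 µM unlabelled arrestin peptide for full effect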
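Material – GST-tagged AP2 beta2-adaptin appendage (R879A) on 4 µm glutathione beads · Probe or stimulus – fluorescein-tagged arrestin peptide at 50 nM final · Timing – 12 min plus 1 h, RT · Detection – bead flow cytometry, FITC channel · Read-out basis – inhibition as reduced fluorescein signal on beads, percent · Medium – PBS plus Tween 20 (0.05%) and BSA (0.1%)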
Keap1 Nrf2 FP – disrupts human Keap1 binding to Nrf2 peptide. Keap1 Kelch-Nrf2 peptide fluorescence polarization, 1536-well. Q14145. inhibition, % at 9.4 µM. AID 504523. hit rate 0.15% among 340,000; in the data active = inhibition above about 12%;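 note: human Keap1 Kelch domain with fluorescein labeled Nrf2 9mer peptide probe; 0% = neutral control wells and 100% = peptide positive control; higher means more block of Keap1 binding to Nrf2 peptide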
Target sequence (Q14145 whole entry, looked up, the tested form may be a part): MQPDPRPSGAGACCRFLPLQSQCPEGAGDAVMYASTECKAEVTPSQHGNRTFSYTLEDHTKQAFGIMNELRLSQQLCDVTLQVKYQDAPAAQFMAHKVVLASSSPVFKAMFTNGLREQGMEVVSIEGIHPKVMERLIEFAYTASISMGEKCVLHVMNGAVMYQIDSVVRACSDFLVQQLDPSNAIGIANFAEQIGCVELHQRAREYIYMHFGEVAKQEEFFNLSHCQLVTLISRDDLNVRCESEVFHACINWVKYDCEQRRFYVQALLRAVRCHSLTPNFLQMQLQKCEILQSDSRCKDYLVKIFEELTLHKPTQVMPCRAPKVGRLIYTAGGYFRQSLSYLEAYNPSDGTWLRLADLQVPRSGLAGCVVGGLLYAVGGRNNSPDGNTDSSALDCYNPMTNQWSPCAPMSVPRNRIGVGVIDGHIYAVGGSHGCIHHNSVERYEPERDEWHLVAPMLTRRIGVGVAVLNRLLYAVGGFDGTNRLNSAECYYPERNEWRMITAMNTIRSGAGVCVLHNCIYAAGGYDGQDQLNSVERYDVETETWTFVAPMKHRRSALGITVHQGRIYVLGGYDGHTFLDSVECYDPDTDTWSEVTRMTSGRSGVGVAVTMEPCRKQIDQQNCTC
DAGLB inhibitor – diacylglycerol lipase beta (human) inhibition; Q8NCG7; HEK293T DAGLB membrane lysate, EnzChek fluorogenic substrate; inhibition, % at 5.17 µM; hit rate 0.059% among 340,000; AID 504411; in the data active = inhibition above about 34%;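 note: 0% = enzyme with vehicle and 100% = wells lacking enzyme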
LANA DNA inh – KSHV C-LANA DNA binding inhibition | MBP-C-LANA/FAM-LBS DNA binding, fluorescence polarization | inhibition, % at 9 µM | hit rate 0.078% among 340,000 | AID 504423;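 active = highest replicate inhibition at or above 60% at 9 µM, even if other replicates fall short; inactive = all replicates below 60% inhibition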;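 note: 0% = neutral control wells and 100% = 4 µM acridine orange control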
Starred values were filed as active, the others as inactive; . = not tested or not shown.

SMILES	PKA-R2B act	RTF Ca sens inh	NSD2 HMT inh	SR-BI HDL uptake	SR-BI DiI-HDL act	PvdQ acylase	Arr AP2 block	Keap1 Nrf2 FP	DAGLB inhibitor	LANA DNA inh
Cc1ccccc1NC(=O)Cc1nc(COC(=O)C(NC(=O)c2ccccc2C)C(C)C)cs1 (configuration not stated)	10	-2	0	22	-22	-15	0	1	-1	0.0
O=C(CCN1C(=O)/C(=C/c2ccccc2F)SC1=S)Nc1ccccn1	-7	-7	0	-4	4	-5	-16	8	2	0.7
O=C(NC(=S)Nc1ccc(N2CCCCC2)cc1)c1ccc2c(c1)OCCO2	-6	6	1	12	-12	1	8	-3	-2	0.6
COc1ccc(CCN2CC(C(=O)OCc3ccccc3Cl)CC2=O)cc1OC (configuration not stated)	-6	-16	1	-9	9	-3	32	-1	-2	2.2
COc1ccc(CCNC(=O)c2sc3cc(C)ccc3c2Cl)cc1	-9	-12	1	-2	2	-5	3	-1	-22	-2.3
O=C(CSc1nc(O)c(-c2ccccc2)c(=O)[nH]1)N1CCOCC1	4	-12	1	-14	14	-16	-46	7	-1	-2.8
Cc1ccc(S(=O)(=O)Nc2cnn(-c3ccccc3)c(=O)c2Cl)cc1	2	-5	1	-10	10	-18	5	-1	13	-0.4
CC1(C)OC(=O)N2CCc3ccccc3C21C (configuration not stated)	1	-7	0	-11	11	-16	-6	3	-2	1.5
Cc1cccc(/N=C/c2c(O)ccc3oc4c(c23)CCCC4)n1	-2	-5	2	13	-13	-4	-6	1	3	1.9
CC(C)Cn1c(SCC(=O)N(C)c2c(N)n(Cc3ccccc3)c(=O)[nH]c2=O)nc2ccccc21	5	-3	1	16	-16	-7	4	2	0	-2.3
O=C(NNc1cccc(Cl)n1)Nc1cccc(C(F)(F)F)c1	-11	0	1	-2	2	-22	5	-4	-4	0.3
CS(=O)(=O)N(CC(=O)NCc1ccncc1)c1cc(Cl)cc(Cl)c1	6	-15	0	15	-15	-9	-5	-3	0	-3.8
CCOC(=O)c1c(C)n(CCNC(C)=O)c2ccc(O)cc12	-5	-3	-2	0	0	-8	5	3	-2	1.4
O=C1NC(=S)N/C1=C/c1cc([N+](=O)[O-])ccc1N1CCOCC1	.	.	-2	-21	21	-12	-3	0	.	0.7
CC(=O)c1c(C)[nH]c(C(=O)CN2CCN(S(=O)(=O)c3ccccc3[N+](=O)[O-])CC2)c1C	4	3	3	-11	11	-8	21	-4	0	-2.3
COc1cc(CCC(=O)NNC(=O)c2ccc(Cl)cc2)cc(OC)c1OC	2	-11	3	2	-2	-21	-19	-6	-3	0.7
CCN(C(=O)CSc1nnnn1-c1ccc(OC)cc1)C1CCS(=O)(=O)C1 (configuration not stated)	-13	-1	-1	6	-6	-10	1	-2	1	-1.9
N#Cc1cc([N+](=O)[O-])ccc1NC(=O)CSc1n[nH]c(=O)[nH]c1=O	2	0	3	0	0	-9	-1	-5	0	1.8
CCC(C)c1ccccc1NC(=O)C(C)NCCN(C)C (configuration not stated)	5	-12	3	.	.	-6	2	-3	2	-1.6
CCOC(=O)c1ccc(NC(=O)CSCc2ccco2)cc1	-3	-1	-1	14	-14	-6	24	-6	-4	0.9
CC1CN(CCC(=O)Nc2ccc3c(c2)OCO3)CC(C)O1 (configuration not stated)	-1	-4	0	80*	-80	-6	7	0	0	0.0
CCn1cc(C(=O)NCC2CCCO2)c2cc(OC)c(OC)cc2c1=O (configuration not stated)	3	9	0	-2	2	-11	-1	2	0	2.0
Cc1ccc2nc(CCc3ccc(N)cc3)[nH]c2c1	-11	-3	-1	-15	15	-9	13	1	3	-1.3
CC(C)C(=O)Nc1cccc(NC(=O)CCN2C(=O)c3ccccc3S2(=O)=O)c1	1	6	-2	11	-11	4	13	-4	-4	-2.1
Cc1nc([N+](=O)[O-])c(C(=O)OCc2cccc(Br)c2)n1C	-7	-8	.	14	-14	-7	-25	-2	-2	-1.2
COC(=O)c1ccc(C(=O)OC)c(NC(=O)CSCc2ccc(Br)cc2)c1	-13	-5	.	47	-47	-13	-5	-7	-5	1.7
CCOC(=O)c1ccc(NC(=O)c2cc(=O)[nH]c3ccccc23)cc1	-1	-2	-2	38	-38	-13	-6	-2	-1	0.2
CCc1ccc2c(c1)C(c1ccncc1)=NNC(c1ccccc1)=N2	-2	14	1	6	-6	-6	-2	-2	0	1.1
Cn1c(CN2CCOCC2)nnc1SCC(=O)Nc1cccc(C(F)(F)F)c1	-5	9	4	-16	16	-11	2	3	1	1.5
OCC[C@@H]1C[C@H](O)[C@@H](O)[C@]2(CCc3ccccc3CO2)O1	7	7	.	-18	18	1	6	-2	3	-0.2
CSc1ccc(CCNC(=O)c2nn(C)c3c2CS(=O)(=O)c2ccccc2-3)cc1	-6	-8	-4	52	-52	-10	2	0	1	-0.5
Cc1ccc(S(=O)(=O)N2CCN(C(=O)Cc3ccc4c(c3)OCCO4)CC2)cc1C	-6	3	-2	-31	31	0	20	-3	-3	-1.1
Cc1cc(SCNC(=O)c2ccccc2)ncn1	-4	-2	0	-2	2	-11	1	-3	-4	-1.0
CC(=O)O[C@H]1c2ccccc2-c2ccccc2[C@@H]1OC(C)=O	-2	-7	-5	11	-11	-19	-2	-1	-5	0.3
CCOC(=O)c1c(-c2ccc(C)s2)csc1N	4	5	4	19	-19	-12	-6	-2	0	-0.5
C[C@H]1CN([C@@H](C)CO)C(=O)Cc2cc(NC(=O)CCC(F)(F)F)ccc2O[C@H]1CN(C)S(=O)(=O)c1ccc(Cl)cc1	-1	-32	.	-16	16	-6	4	-8	-2	2.2
CCCn1c(SCC(=O)c2cc(C)ccc2C)n[nH]c1=O	2	-5	1	1	-1	-19	4	-7	-2	2.4
COc1cc(/C=N/NC(=O)/C(=C\c2ccc([N+](=O)[O-])cc2)NC(=O)c2ccccc2)cc(OC)c1O	1	-3	0	52	-52	5	19	4	4	1.4
Cc1cc(NC(=O)CSCC(=O)N(C)Cc2c(F)cccc2Cl)no1	-9	-18	-1	-1	1	-11	11	-2	2	2.1
CCc1ccccc1NC(=O)Nc1cnccn1	-14	-5	.	-5	5	4	45	0	0	-5.5
CC(=O)N1CCN(c2ccc(NC(=O)c3ccc4c(c3)OCCO4)cc2)CC1	-11	6	-5	5	-5	12	29	-1	0	-0.9
CCCCCOC(=O)Nc1ccc(S(=O)(=O)Nn2cnnc2)cc1	0	0	13	-29	29	-4	-1	-9	6	4.6
Cc1ccc(-c2csc(NC(=O)CCNC(=O)c3ccccc3Cl)n2)cc1	-9	2	1	29	-29	-6	1	-1	2	0.1
COc1ccc(C(=O)NC(=S)Nc2ccc3c4c(cccc24)CC3)cc1OC	1	-9	0	6	-6	12	1	-2	-2	-1.7
COc1cc(OC)cc(C(=O)Nn2cc(C(=O)Nc3c(F)cccc3F)c3ccccc3c2=O)c1	4	1	-1	19	-19	11	-10	-10	-1	-1.2
CCNc1nc(C23CC4CC(CC(C4)C2)C3)cs1	-14	-6	5	2	-2	-2	16	-2	-5	-0.3
Cc1ccc(NC2SC(=O)N(Cc3cccc(C(=O)O)c3)C2=O)c(C)c1 (configuration not stated)	10	2	.	.	.	-9	24	0	3	0.9
COc1ccc(-c2nnn(CC(=O)N(Cc3ccccc3Cl)C(C(=O)NCC3CCCO3)c3ccco3)n2)cc1 (configuration not stated)	5	-11	0	58	-58	-13	6	-1	-2	-1.1

Structures above marked active in SR-BI HDL uptake:
Compound | PKA-R2B act | NSD2 HMT inh | SR-BI HDL uptake | SR-BI DiI-HDL act | PvdQ acylase | Arr AP2 block | Keap1 Nrf2 FP | DAGLB inhibitor | LANA DNA inh
CC1CN(CCC(=O)Nc2ccc3c(c2)OCO3)CC(C)O1 (configuration not stated) | -1 | 0 | 80* | -80 | -6 | 7 | 0 | 0 | 0.0

(next part)
SMILES	PKA-R2B act	RTF Ca sens inh	NSD2 HMT inh	SR-BI HDL uptake	SR-BI DiI-HDL act	PvdQ acylase	Arr AP2 block	Keap1 Nrf2 FP	DAGLB inhibitor	LANA DNA inh
CN(CC(=O)Nc1ccccc1Br)C(=O)C1CCN(C(=O)c2ccc(Cl)cc2)CC1	-5	-2	19	-4	4	10	40	-2	-2	1.4
COc1ccc(/C=N\NC(=O)c2cc3c(ccc4ccccc43)o2)cc1O	7	1	1	20	.	-13	0	-3	-1	3.9
O=C(c1ccc(Cl)cc1)c1oc2ccccc2c1CS(=O)c1ccc(Cl)cc1 (configuration not stated)	15	-3	9	-9	9	3	5	-2	-1	-1.1
CCN(CC)S(=O)(=O)c1ccc(Cl)c(NC(=O)CCCCl)c1	-7	-25	-3	.	.	-6	2	-2	-1	0.8
COc1cc(NC(=S)N2CCCC(C)C2)c(OC)cc1Cl (configuration not stated)	-9	-9	-2	36	-36	-6	-45	-5	-1	1.6
COc1ccccc1-n1c(Cc2cccs2)n[nH]c1=S	-15	-10	-1	-25	25	-6	-7	3	2	-0.9
Cn1cc(CN2CCc3c([nH]c4ccccc34)C2C2CCCCC2)cn1 (configuration not stated)	1	-3	0	-20	20	-11	-10	-1	-1	0.7
Cn1ccnc1C(=O)c1cc(SCC(=O)NCc2ccccc2)nc2ccccc12	7	0	0	-2	2	-11	9	-2	-2	-0.6
Cc1ccc(S(=O)(=O)N(C)c2ccc(OC(=O)c3cccs3)cc2)cc1C	3	0	-1	4	-4	-19	-4	0	-3	0.9
CCOC(=O)C1CCN(S(=O)(=O)c2cccc(-c3cn4cccnc4n3)c2)CC1	2	-5	0	-24	24	-17	6	-6	-3	-1.8
CSCCC(N=C(NS(=O)(=O)c1ccccc1)c1ccccc1)C(=O)O (configuration not stated)	-9	-9	-1	.	.	-17	-28	-6	-1	0.5
CCn1ncc([N+](=O)[O-])c1C(=O)Nc1c(C)nn(Cc2ccc(F)cc2)c1C	-8	-4	.	11	-11	-9	-2	-5	-2	-0.4
CSCCC(NC(N)=O)C(=O)Nc1ccc(F)c(Cl)c1 (configuration not stated)	-3	1	-1	5	-5	3	27	1	-2	-9.3
COc1ccc(C=Nc2cccc3c(=O)[nH][nH]c(=O)c23)c2ccccc12	-10	-4	0	4	-4	-12	-4	-2	1	-1.0
CCOc1ccc(CN2C(=O)c3ccccc3C2C(=O)NC(C)CC)cc1OC (configuration not stated)	-7	1	1	-1	1	1	16	1	5	-1.1
CC1=CC(C)(C)N(S(=O)(=O)c2ccc(C)cc2)c2ccc(C)cc21	-12	-3	.	-6	6	-10	-8	-1	-8	-0.6
O=C(COc1ccc(Cl)cc1)OCC(=O)N1CCCCCC1	1	-7	-4	-8	8	-9	-5	-4	-4	1.3
Cc1nn(-c2nc3ccccc3n2Cc2ccccc2)c2c1C(=O)CC(C)(C)C2	5	-4	-1	5	-5	-11	1	-4	-4	0.1
